Statin myotox sup: suppressors of statin myotoxicity in C2C12 myotubes, primary screen, cell-based, single point, plate reader | C2C12 myotubes + simvastatin, ATP luminescence, 48 h; scaled: DMSO 0, geranylgeraniol control 100 | rescue of ATP level, % at 7.49 µM | 330,000 tested, 0.78% active;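 active = mean ATP rescue above about 67%, or every replicate alone reaching that limit, limit read from the data, passing the limit was not always enough; inconclusive = no clear call, values can overlap the other calls; inactive = mean under the limit and some replicate under it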;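 also: myotubes were challenged with 10 µM simvastatin during compound exposure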
* marks the source's active call; other numbers are inactive results; ? = inconclusive.

Preview (two entries):
SMILES	Statin myotox sup
CCOC(=O)c1c(NC(=O)CSc2nnc(CNc3ccc(F)cc3)o2)sc(C(C)=O)c1C	-11
CCOc1ccccc1Nc1nnc(C)c(=O)[nH]1	11

This part in full, from the start:
SMILES	Statin myotox sup
CCOC(=O)c1c(NC(=O)CSc2nnc(CNc3ccc(F)cc3)o2)sc(C(C)=O)c1C	-11
CCOc1ccccc1Nc1nnc(C)c(=O)[nH]1	11
O=C1Nc2ccccc2C(O)(C(=O)NCc2ccco2)N1c1ccc(Cl)cc1 (stereo unspecified)	-25
CCC(C)NC(=O)c1cc(-c2ccc(OC)cc2)on1 (stereo unspecified)	-5
CCOC(=O)c1[nH]c2ccc(F)cc2c1NC(=O)C1=COCCO1	-7
Cc1ccc(-c2csc(NC(=O)c3cccc(N4C(=O)CCC4=O)c3)n2)o1	-4
CC1CCN(c2cc(N3CCOCC3)c(F)cc2[N+](=O)[O-])CC1	-4
Cc1ccc(C2NC(=O)c3c(sc4c3CCN(C)C4)N2)s1 (stereo unspecified)	-12
Cc1cc(NS(=O)(=O)c2ccc(NC(=O)COc3ccc(Cl)cc3)cc2)no1	-9
N#CC(c1ccc(Cl)cc1)c1ccc2c(C(F)(F)F)cc(C(F)(F)F)nc2n1 (stereo unspecified)	-120
Cc1cccc(C)c1OCCn1nc(C(=O)O)c2ccccc2c1=O	-1
COc1ccc(S(=O)(=O)Nc2ccc3c(c2)OCCO3)cc1Cl	114*
O=C(O)CCCCCN1C(=O)/C(=C\c2ccncc2)SC1=S	15
CCOC(=O)c1cc(-c2cccnc2)nn1-c1ccccn1	-1
O=C(CSc1nc2ccccc2o1)N1CCCC1	-7
O=C(Nc1ccccc1N1CCCC1)c1ccc(Br)o1	2
O=C1C2C3C=CC(CC3)C2C(=O)N1c1ccc2c(c1)OCO2 (stereo unspecified)	7
Cc1ccc(Nc2cc(=O)[nH]c(=O)[nH]2)c(C)c1	121*
COC(=O)c1ccc(NC(=O)CSC2=Nc3ccccc3C3CC=NN23)cc1 (stereo unspecified)	0
C[C@@H]1CCCCO[C@H](CN(C)Cc2ccc3c(c2)OCO3)[C@H](C)CN([C@@H](C)CO)C(=O)c2cc(N(C)C)ccc2O1	-49
Cc1cc(C)n(-c2nc(SCCN(C)C)c3c4c(sc3n2)CCCC4)n1	-62
CCC(C)c1ccc(S(=O)(=O)N2CCN(C(=O)COc3ccc4c(C)cc(=O)oc4c3)CC2)cc1 (stereo unspecified)	19
C=CCOc1ccc(C2N3CC4(CC)CN2CC(CC)(C3)C4=O)cc1 (stereo unspecified)	20
CCCC(=O)Nc1ccc2c(c1)C(=O)N(CCC(=O)O)C2=O	15
COc1ccc(/C=N/NC(=O)CCCOc2ccc(Cl)cc2Cl)cc1[N+](=O)[O-]	10

Some of the entries above in another layout:
Structure,Statin myotox sup
CCC(C)NC(=O)c1cc(-c2ccc(OC)cc2)on1 (stereo unspecified),-5
CCOC(=O)c1[nH]c2ccc(F)cc2c1NC(=O)C1=COCCO1,-7
Cc1ccc(-c2csc(NC(=O)c3cccc(N4C(=O)CCC4=O)c3)n2)o1,-4
CC1CCN(c2cc(N3CCOCC3)c(F)cc2[N+](=O)[O-])CC1,-4

(further entries)
SMILES	Statin myotox sup
Cc1ccc(C(=O)N/C(=C\c2ccc(-c3cc(Cl)ccc3Cl)o2)C(=O)NCc2cccnc2)cc1	-8
COCCn1c(SCC(=O)c2[nH]c(C)c(C(C)=O)c2C)nc2ccccc21	-3
Cc1cc(C)nc(-n2nc(C)c3c(=O)[nH]c(C(F)(F)F)nc32)n1	-3
O=S(=O)(NCCOCC(F)(F)F)c1ccc2oc3ccccc3c2c1	49
COC(=O)CCC(=O)Nc1ccc(Cl)c(Cl)c1	-2
COC(=O)c1ccc(Oc2ccc3nnc(C)n3n2)cc1	-2
O=C(c1nc2ncccn2n1)N1CCN(c2ccccc2)CC1	-5
Cc1cccc(NC(=O)CC2CCC2)c1	20
O=C(C1CCN(Cc2cc(Cl)ccc2O)CC1)N1CCN(Cc2ccccc2)CC1	-8
O=C(c1cc2cc(Cl)cc(Cl)c2oc1=O)N1CCOCC1	115*
Cc1ccc(C(=O)CC2C(=O)N(c3ccccc3)C(=S)N2c2ccccc2)cc1 (stereo unspecified)	-12
CSc1nc(Oc2ccc3ccccc3c2)c2sccc2n1	-28
CCOc1ccc(C(=O)CCN2CCCCC2)cc1	-3
COc1ccc(OC)c(NC(=O)C2CCN(S(=O)(=O)c3cccs3)CC2)c1	-44
O=S(=O)(c1cccc(-c2cn3cccnc3n2)c1)N1CCCCCC1	5
NCCc1nnc(SCc2ccc(F)cc2)o1	-1
CCCCC(=O)Nc1ccc2oc(-c3ccncc3)nc2c1	-7
Cc1ccc2nc(C)cc(Nc3ccc4c(c3)OCCO4)c2c1	-59
O=C(Nc1ccc(Cc2ccncc2)cc1)c1ccco1	2
Cc1ccc(CS(=O)(=O)CCC(=O)NCc2ccc3c(c2)OCO3)cc1	4
O=C(c1ccco1)N1CCN(CCOCCOc2cccc3ccccc23)CC1	-7
COc1ccc(NS(=O)(=O)c2ccc(N3CCOCC3)c(NC(=O)c3cccc(F)c3)c2)cc1	17
COC(=O)CCN(C1CCCCC1)S(=O)(=O)c1ccc(S(=O)(=O)N2CCCCC2)cc1	-30
Cc1ccc(NC(=O)c2cc(Cl)ccc2[N+](=O)[O-])cc1C	21
Cn1nc(C(=O)Nc2cccc(C(F)(F)F)c2)c2ccccc2c1=O	-13
SMILES	Statin myotox sup
COc1ccc(C(=O)NNC(=S)NC(=O)c2ccco2)cc1	-6
Cc1c(Cl)cccc1NS(=O)(=O)c1ccc2c(c1)C1C=CCC1C(c1ccc(C(=O)O)cc1)N2 (stereo unspecified)	-9
COCC(=O)N1CCC(n2nnc3cc(C(F)(F)F)ccc32)CC1	0
C=CCNC(=S)NNc1ncnc2sc3c(c12)CC(C)(C)OC3	-11
O=C(NC(=S)Nc1cccc([N+](=O)[O-])c1)c1ccco1	-18
COc1ccccc1NC(=O)C1=C(C)NC2=C(C(=O)CC(c3ccc(OC)c(OC)c3)C2)C1c1coc2ccccc2c1=O (stereo unspecified)	-9
O=C(c1csc2ccccc12)N1CCCCCC1	-24
CCOC(=O)c1c(NC(=O)Cc2cccs2)sc2c1CCCC2	-15
COc1ccc(Nc2nc3c(c(=O)n(C)c(=O)n3C)n2CCO)cc1	?
CCCOC(=O)c1ccc(-n2nnnc2SCC(=O)N2CCCCC2)cc1	-4
O=C(CSc1nnc(C2CCCCC2)n1-c1ccccc1)NCc1ccco1	3
c1ccc(-c2cc3c(N4CCOCC4)ncnc3s2)cc1	-8
O=C(CSC1=NCCS1)NC1CCCCC1	-13
COc1ccc(N2CCN(c3oc(-c4ccc(OC)c(OC)c4)nc3C#N)CC2)cc1	20
c1ccc(NCc2nnc3n2CCCCC3)cc1	6
Cn1cccc1/C=C1\CC(C(C)(C)C)C/C(=C\c2cccn2C)C1=O (stereo unspecified)	-18
CC(=O)c1cc2c(cc1NC(=O)C1CC=CCC1C(=O)O)OCO2 (stereo unspecified)	-3
Cc1c(Cl)c([N+](=O)[O-])nn1CC(=O)NCc1ccco1	7
O=C(O)c1ccc(C[n+]2c(-c3ccccc3)csc2Nc2ccccc2)cc1	11
COc1cc(NC(=O)C2CC(c3cccc(OC)c3OC)=NO2)cc(OC)c1OC (stereo unspecified)	-51
O=[N+]([O-])c1cc(-c2nc(-c3ccncc3)no2)cc([N+](=O)[O-])c1	-40
O=C(CSc1nnc(-c2ccc(F)cc2)o1)N1CCN(C(=O)c2ccco2)CC1	11
COc1cc(OC)cc(C(=O)NC2CCN(C(=O)N3c4ccccc4Sc4ccccc43)CC2)c1	5
Cc1ccc(S(=O)(=O)N2CCN(C(=O)C3COc4ccccc4O3)CC2)cc1C (stereo unspecified)	47
CCN(CC(=O)Nc1ccc(S(N)(=O)=O)cc1)S(=O)(=O)c1cc(C)ccc1OC	-6

Not a retest: an excerpt of the list.
SMILES	Statin myotox sup
Cc1ccc(S(=O)(=O)N2CCN(C(=O)C3COc4ccccc4O3)CC2)cc1C (stereo unspecified)	47
CCN(CC(=O)Nc1ccc(S(N)(=O)=O)cc1)S(=O)(=O)c1cc(C)ccc1OC	-6

(continued)
SMILES	Statin myotox sup
O=C(COc1ccc(Cl)cc1Cl)Nc1noc2ccccc12	20
O=C1c2ccccc2C(=O)N1CCCCCc1nc(-c2ccccc2)no1	6
Clc1ccc(-c2cc(CSc3ccccc3)on2)cc1	-4
CSc1nc(C)c2c(n1)N(c1ccc(F)cc1)CC2	-9
CC(C)(C)NC(=O)C(c1ccco1)N(C(=O)Cn1nnc(-c2ccc(F)cc2)n1)c1ccccc1F (stereo unspecified)	-4
FC(F)(F)c1nnc2ccc(N3CCOCC3)nn12	4
O=C(CN(CC1CCCO1)C(=O)CNS(=O)(=O)c1ccccc1)NCc1ccccc1 (stereo unspecified)	-9
Cc1cc(COc2ccccc2OCCN2CCN(C)CC2)no1	0
CCN=C1SC(C(=O)Nc2ccccc2)CC(=O)N1CC (stereo unspecified)	-2
Cc1ccccc1P(=O)(CO)c1ccccc1C	1
CCOc1ccc(-c2nnc(NC(=O)c3ccc(OCC(C)C)c(OC)c3)o2)cc1	-8
COC(=O)C(CC(C)C)NC(=O)c1ccc([N+](=O)[O-])cc1 (stereo unspecified)	18
CC1(C)Cc2c(cnn2-c2ccccc2)C(=O)/C1=N\NC(=O)c1ccccc1N	0
CC(=O)OC(C)(CCC(C)(OC(C)=O)C(C)=O)C(C)=O (stereo unspecified)	-3
COCCn1c(N)c(NCc2ccccc2)c(=O)n(CC(=O)Nc2cc(C)ccc2C)c1=O	5
COc1cc2[nH]c(=O)n(Cc3ccccc3Cl)c(=O)c2cc1OC	-11
COC(=O)c1sc(N)c(C(=O)OC)c1COC(=O)CNS(=O)(=O)c1cccc(C#N)c1	-4
O=C(CN1CCN(c2nc(-c3ccc(F)cc3)cs2)CC1)NCc1ccc2c(c1)OCO2	-16
CN(C)c1ccc(NC(=O)Nc2ccc3snnc3c2)cc1	-33
CCCCNC(=S)N(C)/N=C/c1c(F)c(F)c(F)c(F)c1F	7
Fc1ccc(N/N=C/C=C/c2ccccc2)c(F)c1	-6
Nc1nc(SCC(=O)C23CC4CC(CC(C4)C2)C3)n[nH]1	10
CCCNC(=O)NC(C(=O)OC)C12CC3CC(CC(C3)C1)C2 (stereo unspecified)	-10
CCC(=O)c1ccc(OCc2ccccc2)c(OC)c1	15
O=C(NC1CCCCC1)N1CCCCCCC1	-15
SMILES	Statin myotox sup
CC1(C)Cc2noc(N)c2C(C)(C)N1OC(=O)c1ccccc1	25
CCOC(=O)N1CCC2(CC1)CC(=O)c1cc(O)ccc1O2	9
C[C@H](CO)N1C[C@H](C)[C@@H](CN(C)C(=O)c2ccncc2)OCCCC[C@H](C)Oc2ccc(N(C)C)cc2C1=O	-23
Cc1cc(C)n(-c2ncnc3sc(C)c(C)c23)n1	4
COc1cccc(-n2cnnn2)c1	-11
COC(=O)CCCC(=O)Nc1ccc(Cl)c(Cl)c1	2
CN(C)CC(C(=O)c1ccccc1)c1ccccc1 (stereo unspecified)	-21
CC(=O)c1ccc(NC(=O)CCC(=O)OCC(=O)c2cccc([N+](=O)[O-])c2)cc1	-4
Cc1ccc(N(CCC#N)C(=O)CSc2ccc3c(c2)OCCO3)cc1	11
COC(=O)c1ccc(COc2cccc(OC)c2)o1	-9
COc1ccccc1N1CCN(S(=O)(=O)c2c(C)ccc3nsnc23)CC1	4
COc1nc(-c2ccccc2)ccc1-c1noc(-c2ccco2)n1	-14
Cc1cc(NC(=O)COc2ccc(Cl)cc2Cl)n(CCC#N)n1	10
Cn1c(=O)[nH]c(=O)c2c1nc(NCCCO)n2Cc1ccc(F)cc1	14
CC1=CC(C)(C)N(C(=O)c2ccc(F)cc2)c2cc3c(cc21)OCO3	-3
COC(=O)c1cc(C(=O)Nc2nnc(C3CC3)s2)cc([N+](=O)[O-])c1	-3
COc1ccc(S(=O)(=O)NCCC(C)C)cc1C	9
COc1ccc(-c2noc(-c3ccc(C)cc3)n2)cc1	-15
COc1ccc(S(=O)(=O)N2CCOCC2)cc1OC	8
OCCCc1nc2n(n1)C(c1ccccc1)C=C(c1ccc(F)cc1)N2 (stereo unspecified)	4
CCOc1ncccc1C(=O)N(C)CC1COc2ccccc2O1 (stereo unspecified)	15
CN(C)c1ccc(N=Nc2ccccc2C(=O)OCC(=O)N(C)c2ccccc2)cc1	6
COc1ccc(Br)cc1S(=O)(=O)N(CC(=O)N1CCOCC1)c1ccccc1	-4
CC(=O)C1=C(C)NC2(O)c3ccccc3C(=O)C12O (stereo unspecified)	8
CC(C)(C)C(=O)Cn1c(=N)n(Cc2ccccc2)c2ccccc21	4

Looked up above:
Statin myotox sup result of Cn1nc(C(=O)Nc2cccc(C(F)(F)F)c2)c2ccccc2c1=O : -13
Statin myotox sup result of Cc1ccc(NC(=O)c2cc(Cl)ccc2[N+](=O)[O-])cc1C : 21
Statin myotox sup result of Cc1c(Cl)cccc1NS(=O)(=O)c1ccc2c(c1)C1C=CCC1C(c1ccc(C(=O)O)cc1)N2 (stereo unspecified) : -9
Statin myotox sup result of c1ccc(-c2cc3c(N4CCOCC4)ncnc3s2)cc1 : -8

Additional structures follow:
SMILES	Statin myotox sup
CN(C)N=Nc1ccc(S(=O)(=O)N2CCSC2C(=O)O)cc1 (stereo unspecified)	-8
CCC(=O)c1cc2c(cc1NC(=O)c1ccc(C)cc1)OCCO2	-40
CSc1ccc(CN(C)CC(=O)NC(=O)NC(C)(C)C)cc1	2
CCN1CCN(CC(=O)Nc2sc3c(c2C#N)CCC(C)C3)CC1 (stereo unspecified)	-5
Cc1ccc(C(NC(=O)N2CCOCC2)=C(Cl)Cl)cc1F	14
CCOC(=O)/C=C1\CC(=O)Nc2cc(C)c(C)cc2N1	20
Cn1c(=O)oc2cc(S(=O)(=O)NCCC(=O)NCCc3ccc(Cl)cc3)ccc21	4
Cc1cc(=O)oc(C)c1C(=O)NCCc1ccccc1	1
Nc1ccc(S(=O)(=O)Nc2ccc(S(N)(=O)=O)cc2)cc1	2
C/C(=C1/SC(N2CCCC2)=NC1=O)c1ccc(Br)cc1	12
C/C(=N\Nc1ccccn1)c1ccc(S(=O)(=O)NCc2ccco2)cc1	10
O=C(CNS(=O)(=O)c1cccc(Cl)c1)OCc1csc(-c2ccccc2)n1	4

Assay outcomes deposited in PubChem BioAssay by Broad Institute.

Not all compounds are listed. The share of hits here may be higher or lower than overall.
